# Screens from PubChem.
# B2AR arrestin: agonists driving beta-arrestin recruitment to human beta2-adrenergic receptor; P07550; beta-arrestin recruitment to beta2AR, cell-based reporter; Potency, µM (doses to about 46.1 µM), inactives show at the top dose activation, usual class: activators; hit rate 0.02% among 330,000; AID 492947;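 further: potency means the concentration at half of the fitted maximal effect; 0% = DMSO controls and full agonism = EC100 isoproterenol or metaproterenol; nearly all actives have a fitted effect of over 65% in size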
# BCR signal inh: chronic active BCR signaling inhibition; ABC-DLBCL IkBa-CBG/CBR reporter, luminescence ratio, 4 h; Potency, µM (top dose mostly 46.1 µM), inactives show at the top dose ratio change, negative = lower green/red ratio, usual class: inhibitors; hit rate 0.05% among 340,000; active means well fitted inhibition curve with a large enough effect in the signal ratio, with a control signal flat, not every such curve was filed as active; inconclusive means small, poorly fitted or top-dose-only effect, or effect the other way, or a change in a side signal; the % refers to the signal ratio;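 further: potency means the concentration at half of the fitted maximal effect; plate controls were basal doxycycline-induced cells for no effect and cells given 10 µM MG132 for full effect; MG132 reads +100%, hits lower the ratio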
#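 Compounds up to 46 uM were incubated four hours with TMD8 cells whose green CBG68 luciferase is fused to IkappaBalpha; red CBR luminescence normalised the signal, and concentration-effect curves were fitted to fusion, red and ratio data.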
# USP2a inh: blocks human ubiquitin-specific protease USP2a; O75604; USP2 core, Ub-CHOP2 coupled fluorogenic reporter, 485/531; Potency, µM (series often up to 38.3 µM), for inactives: at the highest dose activity change, negative = inhibition, actives largely listed as inhibitors; hit rate 0.01% among 330,000;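 further: potency means the concentration at half of the fitted maximal effect; plate controls were DMSO wells for no effect and full inhibition by NEM control for full effect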
#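 Cell-free coupled assay: 10nM USP2 core preincubated 30min RT with compound in Tris-HCl pH 8.0/CaCl2/CHAPS buffer, then 25nM Ub-CHOP2 and 25nM reporter substrate; fluorescence (Ex 485/Em 531) read after 60min RT, normalized to NEM inhibition, concentration-response curves fitted.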
# GALK inhibitor: inhibitors of human galactokinase; hit rate 0.007% among 270,000; Purified GALK, Kinase-Glo residual ATP luminescence; Potency, µM (highest dose often 57.5 µM), inactives show top-dose activity change, negative = inhibition, actives largely listed as inhibitors; further: potency means the concentration at half of the fitted maximal effect
#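 Galactose (100 uM) and ATP (35 uM) were turned over by 5 nM GALK for 1 h at RT. Kinase-Glo Plus then converted the remaining ATP into a luminescent signal.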
# PKM2 act: PKM2 (human) enzyme activation; P14618; purified PKM2, Kinase-Glo ATP luminescence, activation; response scale: 0% is enzyme alone, no compound; Potency, µM (top dose mostly 57.5 µM), for inactives: at the highest dose activation, actives largely listed as activators; hit rate 0.34% among 260,000; AID 1631; further: potency means the concentration at half of the fitted maximal effect; nearly all actives have a fitted effect of over 55% in size
#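 ATP formation by purified human PK-M2, quantified via coupled luciferase luminescence after 1 h at room temperature with 0.1 mM ADP and 0.5 mM PEP final.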
# uPA generation: inhibitors of cell surface uPA generation; cell surface uPA generation assay, qHTS; hit rate 0.31% among 330,000; AID 540303; Potency, µM (titrated, usually from 38.3 µM), for the others: at the highest dose activity change, negative = inhibition, usual class: inhibitors; active means well fitted inhibition curve with a large enough effect; inconclusive means small, poorly fitted or top-dose-only effect; inactive means no such curve, though single readings can be large or run the other way; tested in mouse RAW 264.7 cells; further: potency means the concentration at half of the fitted maximal effect; nearly all actives have a fitted effect of over 55% in size
# Giardia killer: Giardia lamblia killing; hit rate 0.15% among 340,000; activity change, % at 7.66 µM, hits read low; AID 540267; Giardia lamblia trophozoite viability; in the data active means activity change below about -80%; inconclusive means between about -30% and that limit;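 further: parasites exposed to compound for two days anaerobically before the ATP read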
#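 Compounds were tested on trophozoites seeded at 100 cells/well and held 48 hrs at 37 deg C anaerobically. An ATP-based luminescent kit measured the remaining live cells.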
# Eya2 inh: blocks the phosphatase activity of human Eya2. hit rate 0.006% among 330,000. recombinant Eya2, OMFP fluorescence dephosphorylation (OMFP is methylfluorescein phosphate). Potency, µM (titrated, usually from 76.9 µM), without a hit: at the top dose activity, negative = inhibition, most hits filed as inhibitors. O00167. AID 488837; further: potency means the concentration at half of the fitted maximal effect
#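 Eya2 protein (added as 0.2 uM solution) was preincubated with compound for 10 min at ambient temperature in 50 mM HEPES pH 7.5, 50 mM NaCl, 5 uM MgCl2, 0.05% BSA, 1 mM DTT. OMFP (added at 50 uM) then reacted 10 min; fluorescence read at 485/525 nm.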
# Coupling enz: counter-screen for Giardia aldolase inhibitors: coupling enzyme system; activity change, negative = inhibition, % at 58.2 µM, hits read low; coupling enzyme system counterscreen, AmpLite Red fluorescence; hit rate 0.67% among 290,000; in the data active means activity change below about -30%
#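 Final compound at 57.5 uM, incubated 10 min at RT with coupling enzyme reagent (glyceraldehyde-3-phosphate), then 20 min with substrate and AmpLite Red detection. Fluorescence read at 525/598 nm; tests interference with the coupling assay, not aldolase inhibition.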
# KCNH2 WT inh: inhibitors of human wildtype KCNH2 potassium channel. Q12809. U2OS, BacMam KCNH2, thallium flux FluxOr; active compounds read low. activity change, % at 1.84 µM. hit rate 0.37% among 340,000;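 active means maximum activity change below -70%; inconclusive means maximum activity change between -70% and -50%; inactive means maximum activity change above -50%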
# Target sequence (Q12809 whole entry, looked up): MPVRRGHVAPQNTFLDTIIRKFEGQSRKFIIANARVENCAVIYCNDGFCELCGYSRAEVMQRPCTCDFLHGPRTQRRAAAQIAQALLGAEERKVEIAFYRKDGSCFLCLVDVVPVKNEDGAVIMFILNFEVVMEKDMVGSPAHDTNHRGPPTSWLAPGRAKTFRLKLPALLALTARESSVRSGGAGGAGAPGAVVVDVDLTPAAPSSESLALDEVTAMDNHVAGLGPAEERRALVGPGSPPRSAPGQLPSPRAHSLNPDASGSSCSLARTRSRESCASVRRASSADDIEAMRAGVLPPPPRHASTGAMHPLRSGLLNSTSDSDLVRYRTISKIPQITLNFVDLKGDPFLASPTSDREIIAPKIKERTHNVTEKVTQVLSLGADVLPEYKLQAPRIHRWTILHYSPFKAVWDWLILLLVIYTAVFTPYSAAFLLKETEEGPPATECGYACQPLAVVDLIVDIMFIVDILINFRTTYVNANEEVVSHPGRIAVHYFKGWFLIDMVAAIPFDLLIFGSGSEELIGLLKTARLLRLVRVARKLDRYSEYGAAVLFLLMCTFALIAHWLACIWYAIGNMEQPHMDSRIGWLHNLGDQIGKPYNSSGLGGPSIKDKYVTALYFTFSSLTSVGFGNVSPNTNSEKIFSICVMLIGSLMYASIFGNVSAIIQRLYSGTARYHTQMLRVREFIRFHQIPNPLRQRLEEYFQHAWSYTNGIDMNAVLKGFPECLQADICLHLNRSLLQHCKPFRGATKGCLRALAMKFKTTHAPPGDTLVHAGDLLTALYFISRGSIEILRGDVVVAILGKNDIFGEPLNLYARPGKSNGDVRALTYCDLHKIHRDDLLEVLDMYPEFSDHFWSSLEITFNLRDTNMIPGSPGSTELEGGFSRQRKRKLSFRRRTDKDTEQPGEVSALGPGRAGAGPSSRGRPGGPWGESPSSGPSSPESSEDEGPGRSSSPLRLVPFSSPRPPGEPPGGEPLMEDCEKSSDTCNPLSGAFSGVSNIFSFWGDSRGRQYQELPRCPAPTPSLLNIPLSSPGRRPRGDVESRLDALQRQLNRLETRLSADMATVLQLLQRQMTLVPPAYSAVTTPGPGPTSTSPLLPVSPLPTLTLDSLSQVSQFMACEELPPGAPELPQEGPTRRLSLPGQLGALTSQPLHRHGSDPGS
#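 U2OS cells transduced with wild-type KCNH2 virus are loaded with FluxOr dye for 45 min, and thallium flux is measured in kinetic reads before and after stimulation buffer. Rate constants are normalized to DMSO controls.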
# KCNH2 3.1 block: blocks the human KCNH2 3.1 channel isoform. hit rate 0.95% among 340,000. AID 720553. U2OS KCNH2 3.1, thallium flux FluxOr; active compounds read low. activity change, % (tested at about 1.8 µM);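 active means maximum activity change below -70%; inconclusive means maximum activity change from -70% to -50%; inactive means maximum activity change above -50%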;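 further: thallium influx rate constant from kinetic fluorescence after stimulation buffer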
#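 Kinetic fluorescence (2 min after stimulation buffer) measures Tl+ influx through KCNH2 3.1 expressed by viral transduction in U2OS cells; the rate constant is normalized against DMSO controls serving as positive and negative references.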
# Active calls of the source: *; u = inconclusive; x = not tested or not shown; [ ] = remark or other dose. Unless noted, the call rests on the fitted dose curve; in most records, active means well fitted curve in the direction sought with a large enough effect; inconclusive means small, poorly fitted or top-dose-only effect, or another doubt; inactive means no such curve, though single readings can be large; an effect the other way counts as inactive or inconclusive. Unless noted, on the % scale 0 is the no-effect control and ±100 the full control effect. Outcome played no part in choosing rows; overall some 2.4% were active at least once.
SMILES,B2AR arrestin,BCR signal inh,USP2a inh,GALK inhibitor,PKM2 act,uPA generation,Giardia killer,Eya2 inh,Coupling enz,KCNH2 WT inh,KCNH2 3.1 block
O=C(Nc1cccc2ccccc12)/C(=C\c1cccc([N+](=O)[O-])c1)NC(=O)c1cccs1,2.5%,0%,5%,x,-6%,-12%,15,-5%,1,-103*,-86*
O=C(Nc1ccc(C(=O)O)cc1)/C(=C\c1ccc2c(c1)OCO2)NC(=O)c1ccccc1,-0.1%,-2%,1%,-4%,-7%,-2%,-12,-5%,0,14,-1
COc1ccc(S(=O)(=O)NC(CC(C)C)C(=O)NC(C)c2cccs2)cc1 (configuration not stated),-0.5%,-1%,6%,x,x,u,-15,13%,x,0,-35
O=C(CSc1nccn(-c2ccc(Br)cc2)c1=O)Nc1ccccc1F,0.3%,u,1%,x,x,0%,-13,6%,x,-6,-2
O=C1CCc2cc(S(=O)(=O)Nc3ccccc3)ccc2N1,0.0%,2%,2%,x,x,-4%,6,-13%,x,-4,-1
Cc1ccc2nc3c(cc2c1)c(NC(=O)c1cccnc1)nn3C,0.0%,u,-7%,0%,4%,-6%,10,-14%,-25,-8,12
COc1ccccc1CC(=O)Nc1ccc(S(=O)(=O)N2CCOCC2)cc1,-0.2%,-5%,2%,6%,5%,-4%,6,2%,1,-1,-4
CCOC(=O)/C(C(=O)Nc1ccccc1Cl)=C1/NC(C)(C)Cc2ccccc21,-0.3%,u,-1%,0%,-6%,0%,-6,9%,1,12,5
Cc1c(/C=C/C(=O)c2ccc(Cl)s2)cnn1C,0.0%,u,3%,-1%,2%,-2%,-10,4%,-15,-1,1
O=C(O)c1ccc(Cl)cc1Nc1nc2cc(Cl)ccc2o1,-0.4%,u,-8%,4%,0%,0%,-4,4%,7,-5,3
CCOc1ccc(C(=O)Nc2cc(-c3nc4ccccc4[nH]3)ccc2Cl)cc1[N+](=O)[O-],-0.4%,u,-1%,1%,-2%,-10%,7,-2%,4,-27,-70*
CCOC(=O)N1CCN(C(=O)CSc2nnc(-c3cccs3)o2)CC1,-0.6%,26%,-1%,2%,-1%,5%,-5,15%,2,-3,-2
CCOC(=O)C1(CCOc2ccccc2)CCN(Cc2ccc(O)c(OC)c2)CC1,-0.6%,-5%,-3%,4%,-2%,u,-17,4%,-1,u,-75*
CCC1C(=O)CC(c2ccccc2)NC1c1ccccc1 (configuration not stated),-0.7%,9%,5%,5%,-2%,-5%,10,-5%,1,2,10
COc1ccc(C(=O)NCCS(=O)(=O)NCc2cccnc2)cc1,0.0%,3%,1%,x,x,0%,9,-24%,x,-7,16
CC1(/[N+]([O-])=C/c2ccccc2F)CCCCC1=O (configuration not stated),-0.1%,u,1%,-1%,-1%,1%,12,1%,0,-2,-11
CCOC(=O)C1CCN(C(=O)C(C)Oc2ccc(C(=O)c3ccccc3)cc2)CC1 (configuration not stated),0.2%,-8%,-1%,x,x,-19%,-21,1%,x,-1,-9
C(=N\N1CCN(Cc2cccc3ccccc23)CC1)/c1cccnc1,0.3%,11%,1%,-1%,-6%,x,8,0%,-2,-3,4
S=C(NCCC(c1ccccc1)c1ccccc1)Nc1cccc(Cl)c1,0.5%,u,-5%,2%,-1%,3%,-15,-24%,-1,2,-8
N/C(CC(=O)Nc1ccc(F)c(Cl)c1)=N\OC(=O)c1cccs1,-0.5%,-3%,0%,1%,-13%,-2%,-26,-23%,3,-7,9
CCOC(=O)c1c(C)nc2c(C)cccn12,-0.1%,6%,4%,-2%,-2%,0%,6,0%,3,-4,-20
CC1CCC/C(=N\NC(=S)NCc2ccccc2)C1 (configuration not stated),-0.1%,-22%,0%,1%,-1%,3%,11,6%,2,3,1
COc1ccc(NC(=O)COC(=O)/C=C/c2cnc3ccccc3n2)cc1,-0.7%,3%,-1%,1%,3%,6%,-29,1%,-1,5,-32
CC1CCN(C(=O)C2CCC(CNc3c(N4CCCCC4)c(=O)c3=O)CC2)CC1 (configuration not stated),-0.7%,4%,6%,-1%,-14%,7%,-7,7%,-1,-3,6
O=C(Cn1c(=O)n(-c2cccc(Cl)c2)c(=O)n1CC(=O)N1CCCCC1)N1CCCCC1,-0.3%,7%,2%,0%,-1%,0%,-10,-21%,-2,0,-1
SMILES,B2AR arrestin,BCR signal inh,USP2a inh,GALK inhibitor,PKM2 act,uPA generation,Giardia killer,Eya2 inh,Coupling enz,KCNH2 WT inh,KCNH2 3.1 block
CC(C)(C)c1ccc(-n2ncc3c2CCCC3NC(=O)C2=NNC(=O)CC2)cc1 (configuration not stated),3.0%,-12%,2%,1%,3%,u,-2,4%,2,7,9
COC(=O)C/C(C)=N/Nc1ccc(S(=O)(=O)N2CCCC2)cc1[N+](=O)[O-],-0.8%,5%,0%,-1%,21%,3%,8,0%,-1,-2,9
Cc1ccc(S(=O)(=O)N(CC(O)CN2C(=O)NC(C)(C)C2=O)c2cccc(C)c2)cc1 (configuration not stated),-0.4%,0%,0%,-2%,1%,1%,-25,2%,1,12,5
COc1ccc(O)c(C(=O)c2cc(C#N)c(=O)n(-c3ccc(Cl)cc3)c2)c1,-0.9%,-9%,11%,-1%,0%,-3%,1,8%,0,7,-1
O=C(Nc1ccc2c(c1)OCO2)c1cnccn1,-0.2%,0%,0%,2%,7%,4%,3,-12%,2,3,2
OC(CNCc1ccc(Cl)cc1)C(F)(F)F (configuration not stated),-0.1%,-1%,0%,9%,0%,0%,-7,-8%,-1,x,12
CCNC(=O)c1c(NC(C)=O)sc2c1CCCC2,0.0%,7%,-2%,1%,-5%,1%,-9,15%,x,-3,-5
CCS(=O)(=O)Nc1cccc(C(=O)O)c1,-0.8%,9%,2%,0%,-2%,7%,-2,-2%,0,13,3
CCCOc1ccc(C(=O)NC(C)C(=O)O)cc1 (configuration not stated),0.5%,13%,-1%,-4%,-9%,x,3,-14%,8,-12,18
CCS(=O)(=O)c1ccc(O)c(NC(=O)Nc2ccccc2OC)c1,-0.4%,-2%,3%,x,-6%,0%,11,-6%,5,15,-5
COC(=O)[C@]1(C)N[C@H](CN(C)C(=O)Nc2ccc(C(F)(F)F)cc2)[C@@H]2C(=O)N(C)C(=O)[C@@H]21,-1.2%,-2%,1%,x,x,4%,-16,7%,x,0,x
Cc1cc(-c2ccccc2)nc(N2CCC(C(=O)NC(C)C)CC2)n1,-1.1%,-5%,0%,-2%,0%,x,-3,4%,1,-5,-2
COc1cc(C(=O)Nc2ccc(C)cn2)ccc1OCC(=O)N1CCOCC1,-0.4%,u,4%,x,x,-16%,-14,13%,x,4,-1
CC(=O)Nc1ccc(SC[C@H](C)CN2CC[C@H](C(C)(C)C)CCC2=O)cc1,0.0%,-13%,0%,x,x,-2%,11,7%,x,-4,18
CSC(=NC#N)N1CCN(c2c(C)cccc2C)CC1,0.6%,-4%,0%,-5%,-1%,-4%,-3,2%,2,-14,-14
CCn1nc(NS(=O)(=O)c2cccc3nonc23)c2cc3ccc(C)cc3nc21,-1.0%,1%,0%,5%,x,-3%,-16,2%,x,-7,11
CN1CCN(C(=O)c2ccccc2NC(=O)c2cccs2)CC1,0.2%,-2%,1%,0%,-4%,2%,6,0%,-3,3,-6
CN(C)C(=O)CCC(=O)N1CCCC(N2CCN(c3cccc(C(F)(F)F)c3)CC2)C1 (configuration not stated),-0.1%,-6%,-1%,0%,-1%[11.5 µM],-4%,-27,5%,0,4,12
Cc1cccc(NC(=O)C2CCN(S(=O)(=O)c3ccc4c(c3)OCCO4)CC2)n1,-0.1%,u,1%,x,x,0%,-8,-12%,x,3,1
CC1CCOC2(O1)C(=O)N(CN1CCN(c3cccc(Cl)c3)CC1)c1ccccc12 (configuration not stated),-0.4%,u,1%,-4%,-1%,-3%,18,-1%,x,7,6
COc1ccc(NC(=O)COc2ccc3c(c2)OCO3)cc1,-1.1%,-3%,1%,-1%,x,-14%,8,-12%,-1,-3,-2
S=c1nc(-c2ccccc2)n(CCN2CCOCC2)c2c1CCCC2,-1.1%,u,1%,3%,-7%,x,3,-5%,-1,6,14
Cc1ccc(CC(=O)N/N=C/c2ccc3c(c2)OCO3)cc1,-1.0%,-1%,7%,4%,-3%,-1%,-3,17%,-1,5,12
O=C(c1cccc(C(F)(F)F)c1)C1CCCN(C(=O)c2cc(C3CC3)[nH]n2)C1 (configuration not stated),-0.4%,-13%,5%,-2%,x,-10%,9,2%,-3,-2,10
CC(=O)CSc1nc2c(c(=O)[nH]c(=O)n2C)n1Cc1ccccc1Cl,0.4%,-5%,2%,3%,1%,-9%,23,3%,1,-1,-2

# Three compounds from above, arranged by their value in B2AR arrestin, descending:
SMILES	B2AR arrestin	GALK inhibitor	PKM2 act	uPA generation	Eya2 inh
CSC(=NC#N)N1CCN(c2c(C)cccc2C)CC1	0.6%	-5%	-1%	-4%	2%
CN1CCN(C(=O)c2ccccc2NC(=O)c2cccs2)CC1	0.2%	0%	-4%	2%	0%
Cc1ccc(CC(=O)N/N=C/c2ccc3c(c2)OCO3)cc1	-1.0%	4%	-3%	-1%	17%
